D1 antagonist: blocks dopamine activation of the human D1 receptor. AID 504652. activity change, negative = inhibition, % at 10 µM. 360,000 tested, 3.2% active. HEK293 TREx D1 cells, calcium flux, dopamine EC80; active compounds read low. P21728; in the data active = activity change below about -30%; note: % is set by controls: 0 for no effect and ±100 for the full control effect
Target sequence (P21728 whole entry, looked up): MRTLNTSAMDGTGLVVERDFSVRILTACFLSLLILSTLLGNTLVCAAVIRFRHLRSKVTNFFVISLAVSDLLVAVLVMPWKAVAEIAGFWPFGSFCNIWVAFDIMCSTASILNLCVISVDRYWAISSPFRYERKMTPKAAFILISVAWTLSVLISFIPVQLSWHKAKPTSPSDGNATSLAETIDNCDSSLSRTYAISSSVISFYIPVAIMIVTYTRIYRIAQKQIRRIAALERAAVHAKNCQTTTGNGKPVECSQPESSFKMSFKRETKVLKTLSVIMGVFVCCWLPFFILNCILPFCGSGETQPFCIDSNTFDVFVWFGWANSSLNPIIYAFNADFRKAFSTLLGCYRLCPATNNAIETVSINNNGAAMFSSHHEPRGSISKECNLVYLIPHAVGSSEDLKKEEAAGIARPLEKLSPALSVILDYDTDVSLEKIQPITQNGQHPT
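Cells carrying a force-coupled, tetracycline-inducible human D1 receptor report calcium flux. Each well gets a 10 s baseline, compound with 180 s monitoring, then an EC80 dopamine stimulus with a second 180 s kinetic read.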
RXFP1 agonist: RXFP1 (human) receptor agonism. Q9HBX9. HEK293T-RXFP1 cAMP TR-FRET, 30 min; response scale: percent of porcine relaxin response, buffer zero. Potency, µM (highest dose often 57.5 µM), without a hit: at the top dose activation, hits mostly activators. 370,000 tested, 0.3% active. AID 2676; note: potency is the fitted concentration of half-maximal effect; % is set by controls: 0 for no effect and ±100 for the full control effect; nearly all actives have a fitted effect of over 60% in size; many of its hits are not listed in these tables
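Agonist response is measured as cAMP accumulation in an RXFP1-transfected HEK293T line under PDE4 inhibition. Values are scaled between buffer-only and 29 nM porcine relaxin, and EC50s come from standard Hill equation fits.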
TRHR enhancer: TRH receptor (human) allosteric enhancement | P34981 | TRHR cells, fluo-8 calcium fluorescence, EC20 TRH enhancement | enhancement, % at 2 µM | 360,000 tested, 0.66% active; in the data active = enhancement above about 30%; note: 0% is about no effect
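TRHR-expressing cells loaded with fluo-8 calcium dye were read kinetically (ex 480/em 530) during compound addition, then stimulated with an EC20 of TRH (10 nM final). Enhancement of the Gq-mediated intracellular calcium response was scored.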
RXFP1 antag: RXFP1 (human) relaxin receptor antagonism; AID 1259400; Q9HBX9; HEK293-RXFP1, relaxin-stimulated cAMP HTRF, 30 min; active compounds read low; 350,000 tested, 0.59% active; activity change, negative = inhibition, % at 57.5 µM;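 active = activity change of -60% or lower, but not beyond a set lower limit; inconclusive = change between -60% and -40%, or beyond the set limit; inactive = change above -40%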; note: % is set by controls: 0 for no effect and ±100 for the full control effect
D1 PAM: potentiators of human D1 dopamine receptor | P21728 | HEK293 TREx D1 cells, calcium flux, dopamine EC20 potentiation | potentiation, % at 10 µM | 360,000 tested, 0.036% active | AID 504651; in the data active = potentiation above about 30%; note: 0% is about no effect
Anesthetic bind: binds horse apoferritin like a general anesthetic; Potency, µM (series often up to 77.5 µM), for inactives: top-dose activity change, negative = displacement, actives largely listed as inhibitors; P02791; apoferritin/1-aminoanthracene competitive binding, fluorescence; 350,000 tested, 0.074% active; note: potency is the fitted concentration of half-maximal effect; % is set by controls: 0 for no effect and ±100 for the full control effect; nearly all actives have a fitted effect of over 20% in size
Target sequence (P02791 2-175 limits assumed): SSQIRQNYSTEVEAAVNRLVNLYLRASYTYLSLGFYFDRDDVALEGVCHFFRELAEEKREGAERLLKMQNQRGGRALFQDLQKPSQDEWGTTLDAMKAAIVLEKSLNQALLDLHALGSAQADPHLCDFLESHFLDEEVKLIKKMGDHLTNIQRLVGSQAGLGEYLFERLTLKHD
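Read-out: endpoint 1-AMA fluorescence, excitation 380 nm and emission 535 nm, after compounds sit 10 min at room temperature with 10 uM horse-spleen apoferritin in 50% saturated 1-AMA/PBS. Values come from four-parameter Hill fits.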
TRHR agonist: activates the human TRH receptor. 360,000 tested, 0.18% active. TRHR cells, calcium flux fluo-8, FDSS agonist mode. AID 493084. P34981. activation, % at 2 µM; in the data active = activation above about 30%; note: 0% is about no effect
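Steps: seed TRHR cells overnight; add fluo-8 no-wash Ca dye, RT 30 min–1.5 h; record 10 s baseline; pin-transfer compounds; monitor fluorescence 1 cycle/s for the agonist window. Calcium increases flag candidate agonists.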
D2 PAM: D2 dopamine receptor (human) potentiation; P14416; HEK293 T-REx D2, calcium flux, EC20 dopamine potentiation; potentiation, % at 10 µM; 340,000 tested, 0.34% active; AID 485347;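 active = potentiation over 3 SD above the plate norm, cut at about 30% in these data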; note: 0% is about no effect
Target sequence (P14416 whole entry, looked up): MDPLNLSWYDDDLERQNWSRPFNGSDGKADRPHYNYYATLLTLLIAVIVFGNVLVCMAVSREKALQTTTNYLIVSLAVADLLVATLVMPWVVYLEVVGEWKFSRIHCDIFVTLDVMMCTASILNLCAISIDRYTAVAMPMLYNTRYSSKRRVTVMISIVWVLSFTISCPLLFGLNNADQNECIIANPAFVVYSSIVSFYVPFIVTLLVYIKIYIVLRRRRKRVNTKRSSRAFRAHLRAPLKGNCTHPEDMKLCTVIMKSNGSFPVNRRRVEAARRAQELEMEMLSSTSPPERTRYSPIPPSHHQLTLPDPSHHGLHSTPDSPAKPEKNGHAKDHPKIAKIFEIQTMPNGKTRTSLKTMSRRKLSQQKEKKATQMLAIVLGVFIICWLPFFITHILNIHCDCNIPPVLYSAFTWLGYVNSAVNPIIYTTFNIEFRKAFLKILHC
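Calcium flux readout, no-wash dye, 1 read/s. Inducible HEK293 Trex D2 line, overnight 30 C. Compound alone 180 s (agonist flags), then EC20 dopamine, another 180 s to score potentiation.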
D1 agonist: activates the human D1 dopamine receptor. AID 504660. 360,000 tested, 1% active. activation, % at 2 µM. HEK293 T-REx D1 cells, calcium flux, agonist mode; in the data active = activation above about 30%; note: 0% is about no effect
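Inducible HEK293 T-REx D1 cells, force-coupled to calcium signalling, were plated at 4000 cells/well with tetracycline and held overnight at 30 C. After no-wash calcium dye loading, compound-evoked calcium rise over 180 s flagged agonists.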
Active calls of the source: *; ? = inconclusive; / = no result given; [ ] = another dose, or the depositor's remark. Unless noted, calls come from the whole dose curve; as a rule, active = well fitted curve in the direction sought with a large enough effect; inconclusive = small, poorly fitted or top-dose-only effect, or another doubt; inactive = no such curve, though single readings can be large; an effect the other way counts as inactive or inconclusive. These rows are one share of the data (hit frequency here may not be typical).

SMILES | D1 antagonist | RXFP1 agonist | TRHR enhancer | RXFP1 antag | D1 PAM | Anesthetic bind | TRHR agonist | D2 PAM | D1 agonist
CCC(=O)Nc1ccc(NC(=O)c2cc3ccccc3o2)cc1 | 19.2 | 1.4% | -1.3 | -34.3 | -8.2 | -17.4% | 0.1 | -9.9 | 8.6
Cc1cc(S(=O)(=O)N2CCCC2)ccc1OCC(=O)NC1CCCC1 | 5.2 | -0.5% | 0.6 | -4.3 | -4.8 | -16.2% | -0.1 | 13.3 | 1.0
CO/C=C\C=C/c1nnn(-c2ccc(Cl)cc2)n1 | -15.0 | 2.7% | 0.6 | -29.8 | -0.6 | -2.2% | 0.3 | / | 4.7
COc1cc2cc(CN(CCCO)S(=O)(=O)c3ccccc3Cl)c(=O)[nH]c2cc1OC | -4.2 | 6.6% | 7.1 | 0.6 | -4.7 | -8.1% | 0.4 | -1.4 | 4.1
Cc1ccc(S(=O)(=O)NC(C(=O)N2CCOCCOCCOCC2)C(C)C)cc1 (stereo not drawn) | -5.2 | 2.4% | 2.4 | 1.5 | / | 5.4% | 0.7 | -2.4 | 7.9
COc1cc(OC)c(C2SCCCS2)cc1OC | -4.8 | -1.7% | -6.9 | 4.0 | -3.5 | 2.0% | -1.4 | -4.1 | -0.6
COc1ccc(S(=O)(=O)NNC(N)=S)cc1 | 9.8 | 0.7% | 30.6* | -0.9 | -1.1 | 1.2% | 0.3 | 2.7 | 2.3
Cc1c(NC(=O)CSc2nc3ccc(Cl)cc3[nH]2)c(=O)n(-c2ccccc2)n1C | / | -1.0% | -0.1 | 0.0 | -2.4 | -15.3% | -1.0 | 4.0 | 1.9
Cc1cc(/C=N/Nc2nc(N3CCOCC3)nc(N3CCOCC3)n2)c(C)n1-c1ccccc1 | 4.6 | -2.1% | 32.2* | -6.8 | -1.9 | -10.2% | -0.5 | 4.0 | 2.2
CSc1nsc(SC)c1C(=O)NCCNS(=O)(=O)c1ccc(C)cc1 | 4.5 | 0.4% | -5.3 | -4.9 | -0.1 | -9.7% | -0.3 | 0.9 | 1.8
CCOc1ccc(C(=O)CCN2CCCCC2)cc1 | -13.6 | 0.6% | 14.9 | -20.1 | -5.1 | -9.6% | 0.1 | 0.9 | 8.9
O=C(O)Cn1cc(C(=O)c2cccs2)c2ccccc21 | 3.3 | ? | -1.9 | 3.3 | -1.9 | -1.3% | 0.2 | / | -0.2
COc1cccc(NC(=S)N/N=C2\CC3CCC2(C)C3(C)C)c1 (stereo not drawn) | -12.8 | 2.0% | -2.4 | -9.5 | 4.1 | 1.6% | -0.4 | -0.2 | 0.5
COc1cc(C)nc(SCC(N)=O)n1 | -17.8 | -1.0% | -0.9 | 3.2 | -2.5 | 3.6% | 1.8 | / | 4.5
Cc1ccc(C2CC(=O)Nc3cc4c(cc32)OCCO4)cc1Br (stereo not drawn) | -6.2 | 1.9% | 4.3 | / | -2.1 | -9.8% | 0.2 | -2.3 | 4.4
CCCn1c(SCC(=O)NCc2ccco2)nnc1-c1ccncc1 | -0.8 | 0.2% | 1.8 | -4.9 | -4.5 | -6.5% | -0.5 | -4.6 | 0.6
CCN(C(=O)COC(=O)c1cccnc1SC)C1CCS(=O)(=O)C1 (stereo not drawn) | 12.5 | 0.0% | 4.0 | 6.3 | -0.1 | 4.0% | 0.3 | 1.0 | -0.3
COc1ccc(Cn2nnnc2C(CC(C)C)N2CCC(C(N)=O)CC2)cc1 (stereo not drawn) | 21.4 | 0.4% | -10.3 | -11.6 | 4.7 | -9.2% | 0.0 | -14.9 | 1.6
CCc1nnc(NC(=O)CCC(=O)N2CCN(Cc3ccc(C)cc3C)CC2)s1 | -4.2 | 0.1% | 4.0 | -2.9 | 1.4 | -6.3% | -0.5 | -15.0 | 1.4
CNC(=O)c1cc2cc(OC)ccc2oc1=O | 0.0 | 2.1% | 0.4 | 14.4 | 3.0 | 744.8%[activator] | 0.6 | -11.5 | -0.2
Cc1ccc(NC(=O)COC(=O)C2(C)CC2(Cl)Cl)cc1S(=O)(=O)N1CCOCC1 (stereo not drawn) | 0.3 | -0.1% | -7.9 | -14.4 | 2.2 | / | 0.2 | 12.1 | 4.8
CCN(CC(=O)NCc1cccs1)C(=O)COc1ccc(C(C)=O)cc1 | -6.6 | 0.6% | -9.4 | -4.1 | -1.3 | / | 0.0 | -7.5 | 0.4
O=C(COc1ccc(F)cc1)N(Cc1cccs1)C1CCS(=O)(=O)C1 (stereo not drawn) | -10.5 | 3.0% | -3.9 | 0.7 | 3.2 | -4.3% | 0.2 | 12.2 | 1.0
COc1cc2c(C(=O)N3CCN(c4cccc(C)c4)C(C)C3)cn(CC(C)C)c(=O)c2cc1OC (stereo not drawn) | 10.6 | 1.0% | 2.4 | / | 2.4 | ? | -0.3 | 3.0 | 1.4
COc1ccc(NC2=C(C(C)=O)C(c3ccc(OC)cc3)C(C(C)=O)C(C)(O)C2)cc1 (stereo not drawn) | 8.4 | -0.4% | 0.5 | 7.0 | -6.0 | -11.5% | -0.1 | 14.4 | 0.3

The list goes on, overlapping the part above by six compounds.
SMILES | D1 antagonist | RXFP1 agonist | TRHR enhancer | RXFP1 antag | D1 PAM | Anesthetic bind | TRHR agonist | D2 PAM | D1 agonist
CNC(=O)c1cc2cc(OC)ccc2oc1=O | 0.0 | 2.1% | 0.4 | 14.4 | 3.0 | 744.8%[activator] | 0.6 | -11.5 | -0.2
Cc1ccc(NC(=O)COC(=O)C2(C)CC2(Cl)Cl)cc1S(=O)(=O)N1CCOCC1 (stereo not drawn) | 0.3 | -0.1% | -7.9 | -14.4 | 2.2 | / | 0.2 | 12.1 | 4.8
CCN(CC(=O)NCc1cccs1)C(=O)COc1ccc(C(C)=O)cc1 | -6.6 | 0.6% | -9.4 | -4.1 | -1.3 | / | 0.0 | -7.5 | 0.4
O=C(COc1ccc(F)cc1)N(Cc1cccs1)C1CCS(=O)(=O)C1 (stereo not drawn) | -10.5 | 3.0% | -3.9 | 0.7 | 3.2 | -4.3% | 0.2 | 12.2 | 1.0
COc1cc2c(C(=O)N3CCN(c4cccc(C)c4)C(C)C3)cn(CC(C)C)c(=O)c2cc1OC (stereo not drawn) | 10.6 | 1.0% | 2.4 | / | 2.4 | ? | -0.3 | 3.0 | 1.4
COc1ccc(NC2=C(C(C)=O)C(c3ccc(OC)cc3)C(C(C)=O)C(C)(O)C2)cc1 (stereo not drawn) | 8.4 | -0.4% | 0.5 | 7.0 | -6.0 | -11.5% | -0.1 | 14.4 | 0.3
COc1ccccc1C(=O)Nc1nc(-c2ccc3c(c2)OCCO3)cs1 | 0.8 | 22.8% | 0.0 | / | 0.4 | 3.1% | 0.2 | 4.0 | 2.0
Cc1ccc(-c2nc3ncccc3o2)cc1NC(=S)NC(=O)c1ccco1 | 4.1 | -0.1% | -5.4 | -1.9 | -5.2 | -22.6% | -1.6 | -2.0 | 1.9
COC(=O)c1ccc(S(=O)(=O)N2CCCN(Cc3ccc(F)cc3)CC2)n1C | -25.7 | 15.9% | 0.3 | 8.3 | -10.5 | -6.4% | -0.1 | -7.4 | 2.8
O=C(O)c1ccc(Sc2ccccn2)c([N+](=O)[O-])c1 | -4.4 | -1.1% | 21.8 | 0.1 | 3.1 | -2.9% | 0.0 | -2.5 | 2.2
CC(=O)N1CCCc2cc(S(=O)(=O)N3CCCC(C(=O)Nc4ccc(C)c(C)c4)C3)ccc21 (stereo not drawn) | -0.8 | 0.9% | -3.3 | 14.9 | -4.1 | -3.4% | -0.5 | -4.5 | 2.4
O=C(c1ccco1)N1CCN(C(=O)c2ccc(CS(=O)c3ccc(Cl)cc3)o2)CC1 (stereo not drawn) | -2.9 | 2.9% | -7.8 | 6.9 | 0.7 | 0.4% | 0.4 | -12.0 | 4.2
Cc1ccccc1N(C(=O)c1csnn1)C(C(=O)NC1CCCCC1)c1ccncc1 (stereo not drawn) | 8.8 | -2.1% | 31.5* | 7.5 | -3.3 | 10.4% | -1.0 | 4.6 | 1.0
O=C(N/N=C/c1cccs1)c1cnccn1 | -12.3 | 0.2% | 2.1 | 6.8 | 0.7 | -8.3% | 0.7 | 23.3 | 1.1
CC(=O)c1ccc(NC(=S)NC(=O)CC(C)C)cc1 | 4.3 | 0.6% | -1.6 | -9.7 | -2.1 | -13.4% | -0.1 | 9.9 | 2.5
CC(C)CNS(=O)(=O)c1ccc(CCC(=O)N2CCN(c3ccccc3)CC2)cc1 | -18.7 | 0.4% | 5.3 | ? | -4.2 | -22.1% | 1.4 | 23.3 | -0.7
N#Cc1c(F)cccc1NCc1cccs1 | -5.5 | -0.5% | 2.5 | 1.4 | -0.4 | -5.2% | -0.7 | 2.8 | 3.0
COCCCNc1c2c(nc3nnnn13)CCCC2 | -5.0 | 8.8% | -0.9 | -0.5 | -3.8 | -6.9% | -0.2 | -2.2 | 11.2
COCCNCC(=O)Nc1ccc(C)c(S(=O)(=O)N2CCCCC2)c1 | -6.7 | -0.3% | 0.4 | 3.6 | -4.7 | -11.9% | 2.0 | 1.9 | 0.6
Cc1nn(-c2cccc(Cl)c2)c2nc(-c3ccncc3)cc(C(=O)N3CCOCC3)c12 | 15.1 | 0.2% | 2.2 | -11.0 | -5.8 | 0.7% | -0.7 | -1.8 | 1.0
CCCCNC(=O)CSc1nc2n[nH]c(C)c2c(=N)n1-c1ccccc1CC | 19.0 | 1.3% | 11.9 | ? | -4.5 | -5.0% | -0.6 | 6.9 | 1.2
Nc1c(C(=O)Nc2ccc(Cl)cc2F)sc2nc(-c3cccs3)ccc12 | -37.7* | ? | 0.4 | 18.1 | -0.3 | 105.5%[activator] | 3.1 | -11.0 | 16.0
Cc1cc(NC(=O)c2cn(C3CCCCC3)c(=O)c3c2c2ccccc2n3C)no1 | -26.2 | 3.5% | 14.2 | / | -1.8 | 148.1%[activator] | 0.0 | -1.9 | 0.8
COc1ccc(N(C(=O)c2snc(C(N)=O)c2N)C(C(=O)NC2CCCC2)c2ccco2)c(OC)c1 (stereo not drawn) | 12.5 | 0.6% | -2.4 | 2.3 | -4.6 | -9.7% | -0.1 | -6.2 | 0.1
CCCCOc1ccc(C(=O)NCC(=O)NC2CC2)cc1 | 0.5 | -1.2% | 1.6 | -0.6 | 1.5 | / | 2.0 | -6.9 | 1.0
